Bioassay records (PubChem BioAssay)
hIAP activ: increases human intestinal alkaline phosphatase activity; hit rate 0.16% among 330,000; P09923; activation factor at 10 µM; AID 2524; purified human IAP, CDP-Star luminescence, 30 min; active compounds read high; 1 = vehicle-only enzyme, 0 = enzyme-free background;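 active = activation factor of the enzyme at least 2-fold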; note: the source names both 10 and 20 µM as test concentration; values of inactives mirror those of a sister screen read the other way
Target sequence (P09923 whole entry, looked up): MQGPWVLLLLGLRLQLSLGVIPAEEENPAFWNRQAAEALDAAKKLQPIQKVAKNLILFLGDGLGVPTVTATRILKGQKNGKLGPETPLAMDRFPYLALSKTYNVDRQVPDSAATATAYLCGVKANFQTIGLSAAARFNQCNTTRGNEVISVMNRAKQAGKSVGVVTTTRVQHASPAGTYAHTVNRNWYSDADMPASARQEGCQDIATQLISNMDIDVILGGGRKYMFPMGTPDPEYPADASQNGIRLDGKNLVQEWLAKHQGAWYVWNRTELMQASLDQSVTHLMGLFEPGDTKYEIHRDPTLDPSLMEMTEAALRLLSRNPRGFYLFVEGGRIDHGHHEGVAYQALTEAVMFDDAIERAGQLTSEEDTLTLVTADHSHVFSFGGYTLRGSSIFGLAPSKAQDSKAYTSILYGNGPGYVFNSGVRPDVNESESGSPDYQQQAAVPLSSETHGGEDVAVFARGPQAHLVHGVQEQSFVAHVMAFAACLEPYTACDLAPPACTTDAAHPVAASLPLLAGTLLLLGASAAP
hIAP inh: blocks human intestinal alkaline phosphatase; P09923; purified IAP, CDP-Star luminescence, 30 min; inhibition, % at 10 µM; hit rate 0.12% among 330,000;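 active = inhibition reaching a set limit with compound at 10 µM in the primary screen, cut at about 35% in these data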;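 note: plate controls were DMSO wells with enzyme for no effect and no-enzyme buffer wells for full effect; values of inactives mirror those of a sister screen read the other way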
mIAP inh: mouse IAP inhibition; purified mouse IAP, CDP-Star luminescence, 30 min; inhibition, % at 10 µM; hit rate 0.2% among 330,000;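 active = inhibition of at least 40% at 10 µM in the primary screen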;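 note: plate controls were DMSO with enzyme for no effect and no enzyme wells for full effect; values of inactives mirror those of a sister screen read the other way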
PfGluPho inh: PfG6PD (Plasmodium falciparum) enzyme inhibition; PfGluPho enzyme, NADPH resazurin-diaphorase fluorescence; inhibition, % at 20 µM; hit rate 0.78% among 350,000;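 active = inhibition reaching at least a set limit at 20 µM in the primary screen, cut at about 59% in these data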;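 note: 0% = DMSO wells with substrate and 100% = DMSO wells lacking glucose-6-phosphate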
ATG4B inh: ATG4B (human) cysteine protease inhibition; Q9Y4P1; ATG4B cleavage of LC3-PLA2, NBD-HPC fluorescence, 1 h; inhibition, % at 8.33 µM; hit rate 0.51% among 340,000; AID 504462; in the data active = inhibition above about 40%
HKDC1 inhibitor: blocks human hexokinase HKDC1 activity; hit rate 0.16% among 340,000; AID 493160; Q2TB90; recombinant HKDC1, G6PDH/diaphorase resazurin coupled fluorescence; inhibition, % at 20 µM;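 active = inhibition above about 35% when tested at 20 µM, limit read from the data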;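 note: plate controls were DMSO wells with enzyme for no effect and DMSO wells lacking enzyme for full effect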
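Material: recombinant HKDC1 hexokinase; Amount: HKDC1 at 5 µg/mL; Medium: Tris pH 8.0 buffer with MgCl2, Tween-20, BSA, BME; Schedule: 90 min reaction incubation at room temperature, dark; Technique: coupled resazurin fluorescence, excitation 525 nm, emission 613 nm.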
APOBEC3A inh: inhibitors of human APOBEC3A DNA deaminase; P31941; recombinant A3A, FAM/TAMRA ssDNA deamination fluorescence; inhibition, % at 20 µM; hit rate 0.41% among 330,000;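 active = at least 40% inhibition at 20 µM here, with at most 30% in a related deaminase screen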;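 note: plate controls were A3A with DMSO for no effect and wells lacking A3A enzyme for full effect; some results filed as inactive read as strong as hits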
mIAP act: mouse IAP activation. muIAP, CDP-Star luminescence, 30 min; active compounds read high; 1 = vehicle-only enzyme signal, 0 = enzyme-free wells. activation factor at 10 µM. hit rate 0.24% among 330,000;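 active = activation factor of at least 2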; note: the source names both 10 and 20 µM as test concentration; values of inactives mirror those of a sister screen read the other way
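Assay system: mouse IAP enzyme; Reagent: CDP-Star chemiluminescent phosphatase substrate; Compound: DMSO-dissolved test compounds; Incubation: 30 min, room temperature; Technique: luminescence from enzymatic CDP-Star hydrolysis; Controls: DMSO-only wells and no-enzyme negative control.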
Numbers without * were called inactive.

1) O=C(COC(=O)C1=COCCO1)Nc1ccc([N+](=O)[O-])cc1C(F)(F)F
2) COc1ccc(-c2nc(CN(CC3CCC(=O)N3)C(C)C)c(C)o2)c(C)c1C (stereo not given)
3) CCc1cccc(NS(=O)(=O)c2ccc3c(c2)CCC(=O)N3)c1
4) COc1ccc(NC(=O)CSc2nnc(-c3cccs3)n2N)c(OC)c1
5) O=C(CCc1ccccc1)NCC(c1ccco1)N1CCc2ccccc21 (stereo not given)

compound no.	1	2	3	4	5
PfGluPho inh	-10	22	-7	20	16
mIAP inh	-2	-1	-2	7	-4
ATG4B inh	5	25	-6	3	4
mIAP act	1	1	1	0.93	1
APOBEC3A inh	2	-4	-1	-2	0
hIAP inh	-8	0	-11	-10	8
hIAP activ	1.1	1	1.1	1.1	0.92
HKDC1 inhibitor	-5	-7	-1	-1	-3

6) Cc1ccc(C(=O)O)c(C(=O)Nc2nc3ccccc3s2)c1
7) COc1cccc(NC(=O)COC(=O)c2sccc2C)c1
8) Cc1cccnc1NC(=O)c1ccc(OCC2CCCO2)cc1 (stereo not given)
9) CCOc1ccc(CN2CCN(C(=O)c3ccco3)CC2)cc1
10) C=CCn1c(N)c(C(=O)N2CCOCC2)sc1=S
11) COCCCNC(=O)CNC(=O)c1nn(-c2ccc(OC)cc2)c(=O)c2ccccc12
12) O=C(Nc1ccc2c(c1)Cc1ccccc1-2)c1cc2ccccc2o1
13) Cn1c(COc2ccccc2)nnc1SCC(=O)c1cccc([N+](=O)[O-])c1

compound no.	6	7	8	9	10	11	12	13
PfGluPho inh	-10	12	-2	-15	11	-7	-9	19
mIAP inh	1	-5	5	-3	0	-5	2	-2
ATG4B inh	-2	-8	-4	-5	-9	12	4	-2
mIAP act	0.99	1.1	0.95	1	0.99	1	0.98	1
APOBEC3A inh	-5	-5	-1	-8	-4	-1	-2	1
hIAP inh	5	15	2	-7	13	-3	-2	8
hIAP activ	0.95	0.85	0.98	1.1	0.87	1	1	0.92
HKDC1 inhibitor	-1	-9	-6	-1	-11	-4	-6	-5

Reprinted, compounds 6–13
6) Cc1ccc(C(=O)O)c(C(=O)Nc2nc3ccccc3s2)c1
7) COc1cccc(NC(=O)COC(=O)c2sccc2C)c1
8) Cc1cccnc1NC(=O)c1ccc(OCC2CCCO2)cc1 (stereo not given)
9) CCOc1ccc(CN2CCN(C(=O)c3ccco3)CC2)cc1
10) C=CCn1c(N)c(C(=O)N2CCOCC2)sc1=S
11) COCCCNC(=O)CNC(=O)c1nn(-c2ccc(OC)cc2)c(=O)c2ccccc12
12) O=C(Nc1ccc2c(c1)Cc1ccccc1-2)c1cc2ccccc2o1

compound no.	6	7	8	9	10	11	12
PfGluPho inh	-10	12	-2	-15	11	-7	-9
mIAP inh	1	-5	5	-3	0	-5	2
ATG4B inh	-2	-8	-4	-5	-9	12	4
mIAP act	0.99	1.1	0.95	1	0.99	1	0.98
APOBEC3A inh	-5	-5	-1	-8	-4	-1	-2
hIAP inh	5	15	2	-7	13	-3	-2
hIAP activ	0.95	0.85	0.98	1.1	0.87	1	1
HKDC1 inhibitor	-1	-9	-6	-1	-11	-4	-6

13) Cn1c(COc2ccccc2)nnc1SCC(=O)c1cccc([N+](=O)[O-])c1

compound no.	13
PfGluPho inh	19
mIAP inh	-2
ATG4B inh	-2
mIAP act	1
APOBEC3A inh	1
hIAP inh	8
hIAP activ	0.92
HKDC1 inhibitor	-5
